Nrf2 ARE act: qHTS of Nrf2 Activators; AREc32 ARE-luciferase reporter (MCF7-derived line), luminescence, 24 h; Potency, µM (highest dose often 46.1 µM), for inactives: at the highest dose activation, actives largely listed as activators; 0.31% of 410,000 active; AID 624171, 2012; also: potency is read from the fitted curve at half-maximal effect; % of control where 0% means no effect; nearly all actives have a fitted effect of over 65% in size
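Reporter line AREc32 (ARE-Fluc), seeded overnight in OPTI-MEM with 5% FBS; compound pin-transferred, 24 hr at 37 deg C, 5% CO2; luminescent read-out.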
HepG2 tox: qHTS for Inhibitors of TGF-b: Cytotox Counterscreen; HepG2 CAGA-GFP viability, ATP luminescence, 18 h; Potency, µM (doses to about 46.1 µM), for the others: top-dose activity change, negative = cytotoxicity, usual class: cytotoxic; 0.76% of 410,000 active; also: potency is read from the fitted curve at half-maximal effect; some results filed as inactive show a strong effect at the top dose
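CellTiter-Glo luminescence gave cytotoxicity after 18 hours at 37 degrees C. The cells were HepG2 CAGA-GFP in 1% FBS DMEM, stimulated with 500 pg/mL TGF-beta after compound addition. %Activity was normalised to no-cell wells (complete cell-killing) and DMSO (no toxicity), and curves were fitted and classified.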
Abeta yeast res: qHTS for compounds that reverse cellular toxicity of Amyloid beta (A-beta) peptide in yeast: Primary Screen; 0.063% of 410,000 active; Potency, µM (highest dose often 46.1 µM), for the others: top-dose growth rescue, most hits filed as activators; yeast expressing A-beta42, growth rescue, OD600, 48 h; response scale: 0% DMSO, 100% iron-clioquinol control; also: potency is read from the fitted curve at half-maximal effect; nearly all actives have a fitted effect of over 55% in size
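Growth rescue measured by 600 nm absorbance after 48 h yeast culture at 30 C with compound. Values normalized between DMSO and an equimolar ferric chloride plus clioquinol control.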
pAkt inh: HTS Assay for Inhibitors of Akt Phophorylation: Primary Screen | 0.32% of 360,000 active | activity change, % for hits at 50 µM | Neuro2A IGF-stimulated pAkt S473 HTRF, 20 min; active compounds read low | AID 651550, 2012; in the data active = activity change below about -80%; inconclusive = mostly about -51% to -80%; also: % is scaled to controls: 0 for no effect and ±100 for the full control effect
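Neuro2A cells in DMEM with 0.5% FBS, overnight at 37 deg C, given compound at single 50 µM final, then IGF (6 nM final) for 20 min at 37 deg C. Lysed; phospho-Akt Ser473 by HTRF after 24 h, 665/615 ratio.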
Nrf2 block: Nrf2 qHTS screen for inhibitors; A549 ARE-Fluc reporter, luciferase luminescence, 18-24 h; Potency, µM (titrated, usually from 46 µM), for inactives: at the top dose activity change, negative = inhibition, actives largely listed as inhibitors; 2.1% of 360,000 active; also: potency is read from the fitted curve at half-maximal effect; % is scaled to controls: 0 for no effect and ±100 for the full control effect; nearly all actives have a fitted effect of over 60% in size
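In this cell-based qHTS, ARE-driven firefly luciferase in A549 cells reports Nrf2 activity; the luminescent signal after BugLite lysis is the measured value, with a prior CellTiter-Fluor read for cell health.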
CCT modulator: High-Throughput Screening for Modulators of Cytosolic Chaperonin Activity; purified chaperonin ATPase assay, HTRF ADP detection, 30 min; activity change, % (concentration not given with the values), hits read low; AID 651819, 2012; 0.3% of 360,000 active; in the data active = activity change below about -30%; also: % is scaled to controls: 0 for no effect and ±100 for the full control effect
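First, chaperonin was dispensed at 40 nM or 20 nM final depending on batch activity. Next, compounds were pinned at 76 uM and ATP added at 10 uM. After 30 min at 37 °C, ADP detection reagents ran 30 min at ambient temperature.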
A549 viability: Nrf2 qHTS screen for inhibitors: counterscreen for cytotoxicity; A549 ARE-Fluc cells, CellTiter-Fluor viability, 18-24 h; Potency, µM (series often up to 46 µM), for the others: at the top dose activity change, negative = cytotoxicity, usual class: inhibitors; 0.16% of 390,000 active; also: potency is read from the fitted curve at half-maximal effect; % is scaled to controls: 0 for no effect and ±100 for the full control effect
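A549 ARE-Fluc cells in 5% FBS OPTI-MEM, 5000 cells/well, rested 2 h then exposed to compounds in concentration-response for 18-24 h at 37 °C. Viability by CellTiter-Fluor fluorescence (Ex 405/Em 525) after 30 min; luciferase luminescence (BugLite, 15 min, RT) read afterwards.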
MmCpn inh: Inhibitors of TCP-1 ring complex (TRiC) of Methanococcus maripaludis (MmCpn): qHTS. Potency, µM (titrated, usually from 76.9 µM), for the others: top-dose activity, negative = inhibition, usual class: inhibitors. Chaperonin Mm-Cpn (Methanococcus maripaludis). AID 504842, 2011. purified Mm-Cpn ATPase, ADP Transcreener TR-FRET. 0.031% of 330,000 active; also: potency is read from the fitted curve at half-maximal effect; % is scaled to controls: 0 for no effect and ±100 for the full control effect; nearly all actives have a fitted effect of over 80% in size
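Compound-treated chaperonin, 25 nM final, turns over 10 uM ATP at 37°C for 30 min following a 10 min preincubation; ADP generated competes with ADP-d2 for Eu-cryptate antibody, lowering FRET.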
TGFb inhibitor: qHTS for Inhibitors of TGF-b; Potency, µM (titrated, usually from 46.1 µM), inactives show at the top dose activity, negative = inhibition, actives largely listed as inhibitors; AID 588855, 2011; HepG2 CAGA-GFP TGF-b/SMAD3 reporter, GFP fluorescence, 18 h; TGF-beta stimulated, 500 pg/mL final; 1.2% of 410,000 active; also: potency is read from the fitted curve at half-maximal effect; % is scaled to controls: 0 for no effect and ±100 for the full control effect; nearly all actives have a fitted effect of over 65% in size
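HEPG2 CAGA-GFP, 1000 cells/well; 2 h settle, 37 C; cpd via pin tool; TGF-b 500 pg/mL final; 18 h, 37 C; GFP imaging ex488/em500-530; %Activity normalised to -TGF-b and +DMSO controls; CRC fit, curve class.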
An asterisk follows results filed as active; i = inactive; ? = inconclusive; . = not tested or not shown. Unless noted, calls follow the shape of the dose curve; as a rule, active = well fitted curve in the direction sought with a large enough effect; inconclusive = small, poorly fitted or top-dose-only effect, or another doubt; inactive = no such curve, though single readings can be large; an effect the other way counts as inactive or inconclusive. No enrichment for hits; 4.3% or so of the library scored in one or more.

compound	Nrf2 ARE act	HepG2 tox	Abeta yeast res	pAkt inh	Nrf2 block	CCT modulator	A549 viability	MmCpn inh	TGFb inhibitor
O=C1CCC([N+](=O)[O-])C(c2ccc(Cl)c([N+](=O)[O-])c2)N1 (stereo not given)	-0.4%	8%	3%	i	3%	-4.9	-3%	1%	-3%
O=C(Nc1ccccc1-c1ccccc1)NC1CCN(CC(=O)N2CCOCC2)CC1	-0.2%	-30%	-6%	i	-10%	-2.5	4%	-4%	0%
Cc1ccc2c(c1)N(C(=O)CCC(=O)Nc1ccccc1Br)CC(C)O2 (stereo not given)	-0.4%	-21%	2%	i	-13%	-3.1	3%	-1%	?
CSc1ccc(N2C(=O)NC3(CCCCC3)C2=O)cc1	3.4%	-14%	18%	i	?	-1.3	5%	1%	3%
O=C(Cn1cc(C(F)(F)F)ccc1=O)N1CCc2ccccc21	-0.5%	-8%	-6%	i	8%	1.2	6%	0%	5%
O=C(c1ccccc1Sc1cccc2ccccc12)N1CCOCC1	-0.6%	-5%	-2%	i	-1%	1.5	-13%	0%	-7%
CCCCOc1ccc(C(=O)N2CCCCCC2)cc1	3.0%	0%	-14%	i	1%	-0.3	3%	1%	1%
O=C1CCCC(O)=C1C1NCCc2ccccc21 (stereo not given)	-0.3%	0%	3%	i	-1%	0.4	0%	-1%	-4%
Cc1ccc(/C=N/NC(=O)C2=NNC(c3ccccc3)(c3ccccc3)C2)c(O)c1	1.3%	-41%	?	i	?	-2.0	?	0%	-18%
COc1ccc(C2C(C#N)=C(N)OC3=C2C(=O)CCC3)c(OC)c1OC (stereo not given)	0.3%	23%	-11%	i	15%	-3.1	3%	-1%	0%
COc1cccc(CC2(CO)CCCN(Cc3cc(F)ccc3-n3cccn3)C2)c1 (stereo not given)	-0.6%	-11%	-3%	i	-2%	-2.0	0%	0%	4%
Cn1ccnc1SCc1nc2c(cnn2-c2ccccc2)c(=O)[nH]1	1.5%	10%	-5%	i	4%	0.6	-2%	-7%	-1%
Cn1c(CSCc2ccc(Cl)cc2Cl)n[nH]c1=S	-0.3%	6%	17%	i	-20%	0.7	1%	-1%	12%
COc1ccccc1CCC(=O)OCC(=O)Nc1c(Br)cc(C)cc1Br	0.4%	5%	-9%	i	-4%	-2.0	-2%	-1%	20%
CSc1nc(-c2ccccc2)nn1C(=O)c1ccc(Cl)cc1	-0.1%	-2%	0%	i	10%	0.2	-4%	0%	4%
Cc1cc(NS(=O)(=O)c2ccc(NC(=S)NC(=O)c3cccnc3)cc2)no1	-0.4%	6%	-5%	i	-6%	-1.1	-8%	-5%	6%
CC(=O)OCC(=O)C1(O)CCC2C3CC(C)C4=CC(=O)CCC4(C)C3C(O)CC21C (stereo not given)	0.1%	12%	5%	i	0.082µM*	-0.1	-10%	.	-6%
Cc1nn(C)c(C)c1CS(=O)(=O)c1ccccc1	0.1%	2%	-16%	i	6%	0.3	2%	-6%	?
COc1ccc(C2CC(=O)c3cnc4c(-c5ccc(F)cc5)c(C)nn4c3C2)cc1OC (stereo not given)	-0.7%	-32%	-8%	.	3%	.	-2%	.	4%
CC(C)N(C(=S)Nc1cccnc1)c1ccccc1	-0.1%	0%	4%	i	0%	-1.5	0%	1%	-8%

An excerpt from above in order of the MmCpn inh value, smallest number first:
Molecule	pAkt inh	Nrf2 block	CCT modulator	MmCpn inh
O=C(Nc1ccccc1-c1ccccc1)NC1CCN(CC(=O)N2CCOCC2)CC1	i	-10%	-2.5	-4%
Cc1ccc2c(c1)N(C(=O)CCC(=O)Nc1ccccc1Br)CC(C)O2 (stereo not given)	i	-13%	-3.1	-1%
Cc1ccc(/C=N/NC(=O)C2=NNC(c3ccccc3)(c3ccccc3)C2)c(O)c1	i	?	-2.0	0%
CSc1ccc(N2C(=O)NC3(CCCCC3)C2=O)cc1	i	?	-1.3	1%

Remaining list, next part:
compound	Nrf2 ARE act	HepG2 tox	Abeta yeast res	pAkt inh	Nrf2 block	CCT modulator	A549 viability	MmCpn inh	TGFb inhibitor
CC(=O)c1cccc(NC(=O)NC2CC3CCCC(C2)N3CC(C)C)c1 (stereo not given)	0.1%	5%	7%	i	4%	-1.6	21%	0%	0%
Cc1cnc([N+](=O)[O-])n1CCOC(=O)c1cccc(F)c1	2.8%	11%	-2%	i	-3%	0.8	0%	0%	2%
O=C(C1=C(O)C(=O)N(Cc2ccco2)C1c1cccc(Cl)c1)c1ccco1 (stereo not given)	-1.7%	-18%	10%	i	-7%	-4.8	0%	1%	-23%
COc1ccc(Br)cc1CNC(=O)CN1C(=O)CCCc2ccccc21	3.0%	-25%	1%	.	14%	.	2%	.	1%
CCOc1ccc(OCc2ccc(C(=O)Nc3cccc(C)n3)o2)cc1	-0.3%	-24%	-4%	i	9%	1.1	-4%	-1%	-5%
CC(C)Oc1c(Br)cc(Br)cc1/C=N/NC(N)=S	2.6%	-78%	-3%	i	?	-0.7	-5%	5%	?
O=C(NCc1cccnc1)C(=O)NCC1OCCCN1S(=O)(=O)c1ccc(Cl)cc1 (stereo not given)	0.0%	9%	3%	i	-8%	-0.5	1%	1%	18%
Cc1ccc(C)c(CN2C(=O)c3ccccc3S(=O)(=O)c3ccc(C(=O)Nc4cc(F)ccc4F)cc32)c1	0.2%	-42%	-12%	.	0%	.	0%	.	-9%
Cc1ccc(NC(=O)c2c(C)nn(-c3ccccc3)c2Cl)cc1	5.6%	0%	-14%	i	?	3.0	0%	4%	-3%
Cc1n[nH]c(=O)n1-c1ccc(OCc2ccccc2)cc1	1.3%	-22%	-3%	i	?	-1.9	0%	1%	-1%
CCC(CC)c1nn2c(=O)cc(COc3ccc(NC(=O)c4ccccc4C)cc3)nc2s1	-0.4%	2%	2%	.	8%	.	-1%	.	-15%
O=C(Nc1ccc2c(c1)CCC2)c1cc2ccccc2o1	8.8%	-18%	0%	i	?	0.7	?	0%	6%
CCc1cc2c3c(c(=O)oc2cc1O)CCCC3	0.8%	-23%	-3%	i	25%	-0.9	-3%	1%	-18%
NC(=O)[C@@H]1CCCN1C(=O)c1ccc2nc(Cc3ccccc3F)oc2c1	0.0%	7%	3%	i	4%	-2.5	1%	-5%	-1%
Cc1cccc(N2CCN(C3=C(c4ccccc4)C(=O)c4ccccc43)CC2)c1C	-0.6%	-4%	-2%	.	-4%	.	-20%	.	17%
Cc1cc(=O)n(CCCO)c(O)c1C#N	-0.5%	0%	-4%	i	.	-1.7	-2%	-1%	?
CC(=O)NCc1ccc(C(=O)COC(=O)COc2ccc(Cl)c(C)c2)s1	0.0%	-6%	-2%	i	10%	0.3	2%	-2%	-17%
CC(=O)c1noc(C)c1C(=O)Nc1nccs1	3.6%	12%	-2%	i	0%	-0.4	-4%	-1%	-3%
CCc1nnc(NC(=O)CN2C(=O)NC3(CC(C)CC(C)(C)C3)C2=O)s1 (stereo not given)	-0.3%	0%	18%	i	-1%	-0.5	1%	1%	-2%
COc1ccccc1Nc1nc2c(s1)CCC2	20%	-2%	5%	i	.	1.4	-2%	-3%	10%
COc1ccc(NC(=O)c2cc(-c3cc(Cl)ccc3O)n[nH]2)c(OC)c1	0.0%	-8%	-3%	i	3%	-0.8	-6%	-2%	10%
O=C(NCc1ccccn1)c1ccc(Cl)s1	5.1%	2%	10%	i	0%	-4.8	0%	2%	-4%

An excerpt from above, reduced to pAkt inh and HepG2 tox:
| SMILES | pAkt inh | HepG2 tox |
| --- | --- | --- |
| CCOc1ccc(OCc2ccc(C(=O)Nc3cccc(C)n3)o2)cc1 | i | -24% |
| O=C(NCc1ccccn1)c1ccc(Cl)s1 | i | 2% |

A draw from above in order of heavy-atom count, ascending:
compound	Nrf2 ARE act	HepG2 tox	Abeta yeast res	pAkt inh	Nrf2 block	CCT modulator	A549 viability	MmCpn inh	TGFb inhibitor
Cc1ccc(NC(=O)c2c(C)nn(-c3ccccc3)c2Cl)cc1	5.6%	0%	-14%	i	?	3.0	0%	4%	-3%
CCc1nnc(NC(=O)CN2C(=O)NC3(CC(C)CC(C)(C)C3)C2=O)s1 (stereo not given)	-0.3%	0%	18%	i	-1%	-0.5	1%	1%	-2%
NC(=O)[C@@H]1CCCN1C(=O)c1ccc2nc(Cc3ccccc3F)oc2c1	0.0%	7%	3%	i	4%	-2.5	1%	-5%	-1%
